Assay outcomes from PubChem.
KinaseGlo FLuc = Counterscreen for Luciferase (Kinase-Glo TM) Inhibition; Luciferin 4-monooxygenase (Photuris pensylvanica), Q27757; Kinase-Glo luciferase, ATP luminescence, 8 min; Potency, µM (titrated, usually from 38.3 µM), for inactives: top-dose activity change, negative = inhibition, hits mostly inhibitors; 0.28% of 200,000 active; AID 1379, 2008; also: potency is read from the fitted curve at half-maximal effect; % is scaled to controls: 0 for no effect and ±100 for the full control effect; nearly all actives have a fitted effect of over 60% in size
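Inhibition of Kinase-Glo luciferase light generation was assessed at 10 uM ATP in pH 7.2 imidazole buffer, with luminescence measured after eight minutes at ambient temperature.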
LMNA splice mod = qHTS Assay for Modulators of Lamin A Splicing. HeLa LMNA splicing GFP/RFP minigene ratio, 48 h. Potency, µM (highest dose often 46.1 µM), without a hit: at the top dose ratio change, negative = inhibition, usual class: inhibitors. 0.01% of 200,000 active. AID 1487, 2009; active = well fitted inhibition curve with a large enough effect in the signal ratio, with a control signal flat, not every such curve was filed as active; inconclusive = small, poorly fitted or top-dose-only effect, or effect the other way, or a change in a side signal; the % refers to the signal ratio; also: potency is read from the fitted curve at half-maximal effect; % is scaled to controls: 0 for no effect and ±100 for the full control effect
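S3 HeLa cells stably expressing lamin A-EGFP splicing minigene plus DsRed2, 600 cells/well, 48 h compound exposure at 37C. Laser-scanning cytometry; analysed as GFP (500-530 nm)/RFP (575-640 nm) total intensity ratio; 0.5% DMSO vehicle.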
SMN2 splice up = qHTS Assay for Enhancers of SMN2 Splice Variant Expression; AID 1458, 2008; 2.8% of 210,000 active; HEK293 SMN2-luciferase splicing reporter, luminescence, 30-36 h; Potency, µM (doses to about 46.1 µM), for the others: at the highest dose activity change, positive = activation, hits mostly activators; also: potency is read from the fitted curve at half-maximal effect; % of control where 0% means no effect; nearly all actives have a fitted effect of over 55% in size
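HEK293 cells carry an SMN2 […]–luciferase reporter in which exon 7 inclusion puts luciferase in frame. Cells were plated 10-12 h before compound addition, then incubated 30-36 h at 37C. ONE-Glo luminescence was read; sodium butyrate at 4.5 mM final served as control.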
HTT aggregate = qHTS Multiplex Assay to Identify Dual Action Probes in a Cell Model of Huntington: Aggregate Formation (GFP); PC12 HttQ103-GFP aggregates, Acumen cytometry, 40 h; Potency, µM (series often up to 46.1 µM), for the others: top-dose activity change, negative = inhibition, most hits filed as inhibitors; 1.1% of 220,000 active; AID 1688, 2009; also: potency is read from the fitted curve at half-maximal effect; % is scaled to controls: 0 for no effect and ±100 for the full control effect; nearly all actives have a fitted effect of over 60% in size
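Using laser scanning cytometry, GFP-positive aggregates were counted after lysis of PC12 cells induced with 100 nM tebufenozide to express HTT exon 1 Q103–GFP. Compounds were tested in titration.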
HTT cytoprotect = qHTS Multiplex Assay to Identify Dual Action Probes in a Cell Model of Huntington: Cytoprotection (ATP). 0.14% of 230,000 active. PC12 HTT-Q103 induced, cytoprotection, ATP luminescence, 40 h. AID 1471, 2008. Potency, µM (top dose mostly 56.4 µM), inactives show cytoprotection (ATP increase), actives largely listed as activators;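 also: potency is read from the fitted curve at half-maximal effect; % of control where 0% means no effect; nearly all actives have a fitted effect of over 45% in size; toxic huntingtin expression switched on by the ecdysone agonist tebufenozide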
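ATP quantification (ATPlite) reports survival of PC12 cells in which tebufenozide, 100 nM final, switches on Htt exon 1 with 103 glutamines linked to GFP; compounds are titrated.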
CBFb RUNX1 block = qHTS Assay for Compounds Blocking the Interaction Between CBF-beta and RUNX1 for the Treatment of Acute Myeloid Leukemia | AlphaScreen CBFb-His/RUNX1-biotin binding, biochemical | AID 1477, 2009 | Runt-related transcription factor 1 (Homo sapiens) + Core-binding factor subunit beta … | 230,000 tested, under 10 active | Potency, µM (top dose mostly 59.8 µM), for inactives: at the top dose activity, negative = inhibition, usual class: inhibitors; also: % of control where 0% means no effect
Target sequence (Q01196 whole entry, looked up): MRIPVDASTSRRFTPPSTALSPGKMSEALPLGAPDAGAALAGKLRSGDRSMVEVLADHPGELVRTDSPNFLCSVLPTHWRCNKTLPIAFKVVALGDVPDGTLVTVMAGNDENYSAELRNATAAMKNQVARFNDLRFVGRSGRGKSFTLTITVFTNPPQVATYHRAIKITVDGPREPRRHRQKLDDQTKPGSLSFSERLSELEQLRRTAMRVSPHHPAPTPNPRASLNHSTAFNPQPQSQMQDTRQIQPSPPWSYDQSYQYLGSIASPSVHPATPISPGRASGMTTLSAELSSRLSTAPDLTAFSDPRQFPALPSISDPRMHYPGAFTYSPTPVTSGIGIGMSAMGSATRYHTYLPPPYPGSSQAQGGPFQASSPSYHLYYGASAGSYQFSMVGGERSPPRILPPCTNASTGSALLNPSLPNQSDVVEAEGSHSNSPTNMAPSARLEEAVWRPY
Target sequence (Q13951 whole entry, looked up): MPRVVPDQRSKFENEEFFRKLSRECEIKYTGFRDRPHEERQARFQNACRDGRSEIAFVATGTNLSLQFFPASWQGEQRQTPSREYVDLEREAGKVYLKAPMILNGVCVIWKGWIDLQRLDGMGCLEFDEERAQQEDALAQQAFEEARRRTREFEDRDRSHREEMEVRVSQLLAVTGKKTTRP
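AlphaScreen binding: CBFb-His and RUNX1-biotin (30 nM each) preincubated 20 min, compound added for 15 min, then nickel and streptavidin beads for 90 min, all at room temperature. Disruption of the interaction by any mechanism counts as activity.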
IMPase Li inh = qHTS Assay for Identifying the Cell-Membrane Permeable IMPase Inhibitors: Potentiation with Lithium; CHO-M1 cells, IP1 TR-FRET (IP-One), carbachol + lithium; Potency, µM (doses to about 59.4 µM), for inactives: top-dose activity, negative = IMPase inhibition, hits mostly inhibitors; 0.35% of 210,000 active;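 also: IP1 builds up when IMPase is blocked and the TR-FRET signal falls; potency is read from the fitted curve at half-maximal effect; plate controls were basal vehicle for no effect and high inhibitor control for full effect; nearly all actives have a fitted effect of over 50% in size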
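Test compounds were applied to CHO-M1 cells previously cultured for 16–30 h at 2000 per well. A small lithium amount accompanied them; after 30 min at 37C, IP1 was quantified by TR-FRET.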
Numbers without * were called inactive; ? = inconclusive; nt = not tested or not shown; & = joins results of further samples; [ ] = dose if it differs, or a comment. Unless noted, calls follow the shape of the dose curve; as a rule, active = well fitted curve in the direction sought with a large enough effect; inconclusive = small, poorly fitted or top-dose-only effect, or another doubt; inactive = no such curve, though single readings can be large; an effect the other way counts as inactive or inconclusive.

item | SMILES | KinaseGlo FLuc | LMNA splice mod | SMN2 splice up | HTT aggregate | HTT cytoprotect | CBFb RUNX1 block | IMPase Li inh
1 | CCOc1ccc(-c2csc(NC(=O)c3ccc(S(=O)(=O)N4CCc5ccccc5C4)cc3)n2)cc1 | 2% | ? | -23% | 7% | 34%[10 µM] | -20% | -7%
2 | COC(=O)c1ccc(CN2CCC(CO)(Cc3ccc(OC)cc3)CC2)cc1 | -3% | -7%[46 µM] | -21% | 8% | -2% | 5% | 23%
3 | CCn1c(CSc2nc3ccccc3n2C)nc2ccccc21 | 0% | -11% | -17% | 12% | -24% | -18% | 2%[38.3 µM]
4 | CN(C(=O)c1ccc2c(c1)OCO2)C1(C(=O)NC2CCCCC2)CCCCC1 | nt | ? | nt | 3% | -13% | -1% | nt
5 | O=S(=O)(NCC1CCCO1)c1cccc(C(F)(F)F)c1 (centres undefined) | -1% | -6% | 22% | 6% | 11%[10 µM] | 10% | 28%[38.3 µM]
6 | O=C1CC(c2ccccc2)CC(O)=C1C=NCc1ccco1 (centres undefined) | 0% | 3% | -11% | -5% | 1% | 1% | 21%[38.3 µM]
7 | O=C1CC(N2CCN(c3ccc(F)cc3)CC2)C(=O)N1c1ccc2c(c1)OCO2 (centres undefined) | -1% | nt | 7% | 17% | -20% | 12% | 3%
8 | Cc1ccc2c(c1)[nH]c1c(=O)n(Cc3ccccn3)cnc12 | -4% | 1% | -10% | -24% | -14% | 3% | 0%[38.3 µM]
9 | CCc1ccc(/C=N/NC(=O)c2cc(-c3cccc([N+](=O)[O-])c3)n[nH]2)cc1 | nt | nt | nt | -12%[9.22 µM] | -54%[inhibitor][10 µM] | -10% | nt
10 | C=CCn1cccc(C(=O)Nc2cc(OC)cc(OC)c2)c1=O | -4% | -6%[46 µM] | 19% | -6% | 5%[10 µM] | 8% | -4%
11 | COc1ccccc1OCC(=O)O | 0%&1% | -6%&-8% | ? | 8%&5% | 13% | 1%&4% | -2%[38.3 µM]
12 | O=C(CSc1ccc2ccccc2n1)Nc1nsc(-c2ccc(Cl)cc2)n1 | -2% | -10% | 6%&20% | 7% | 15%[10 µM] | 4% | ?
13 | O=C(Cn1cc(C(=O)C2CC2)c2ccccc21)NCC1CCCO1 (centres undefined) | 0% | 7% | 16% | 7% | -10% | 1% | 7%[38.3 µM]
14 | COc1ccc(-c2ccc(N(C)C)cc2)cc1[C@H]1[C@H]2C=CC[C@@H](C)[C@@H]2C(=O)N1Cc1ccccc1 | nt | nt | nt | ? | -12%[10 µM] | -12% | nt
15 | COC(=O)c1ccc(NC(=O)CSc2nnc(CNc3ccc(F)cc3)n2C)cc1 | 4% | -7% | 5% | -18% | -8%[10 µM] | 8% | 21%[38.3 µM]
16 | COC(=O)c1c(NC(=O)CSc2nc3ccccc3c(=O)n2-c2ccccc2)sc(C)c1C | -1% | 1% | -1% | 2% | nt | -1% | 15%
17 | O=C(CN1C(=O)NC2(CCCC2)C1=O)Nc1nc(-c2ccc(F)cc2)cs1 | 2% | -10% | -18% | 6% | -11% | 4% | -4%[38.3 µM]
18 | O=C(CSc1ncnc2ccccc12)NCC(=O)c1ccccc1 | -3% | ? | -47%[inhibitor] | -4% | ? | 5% | -5%
19 | O=c1nc(N2CCCCC2)nc(Nc2ccccc2)[nH]1 | 16% | -3% | -11% | -29% | -1% | 4% | 33%[38.3 µM]
20 | Fc1ccc(-c2csc(N3CCSCC3)n2)cc1 | 5% | -6%[46 µM] | -11% | -4% | 28%[10 µM] | 15% | 15%
21 | N#Cc1c2c(nc(N)c1-c1ccccc1)CCCCC2 | 1% | -10% | 15% | -16% | -3% | -5% | ?
22 | Cc1nc2ccccn2c1C(=O)NN=C1C2CC3CC(C2)CC1C3 | 3% | -4% | 15% | -13% | nt | -4% | -7%
23 | CCOC(=O)CC(=O)CSc1nc2c(sc(=S)n2-c2ccc(OCC)cc2)c(=O)[nH]1 | 5% | ? | -11% | -3% | nt | -4% | 2%
24 | O=C(/C=C/c1ccc(Cl)cc1)N(c1ccccn1)C1CCCCC1 | 2% | ? | -15% | -21% | nt | 0% | 17%
25 | O/N=C1/CCCCC1c1ccccn1 (centres undefined) | -4% | 3% | 8% | 12% | -15% | ? | 0%[38.3 µM]
26 | CC(=O)c1ccc(N2Cc3ccccc3/C2=N\C(=O)Nc2ccc(Cl)cc2)cc1 | -1% | 1% | ? | -5% | 39%[10 µM] | -3% | -1%
27 | CCOC(=O)C[N+](C)(C)CCOC1CC2CCC1(C)C2(C)C (centres undefined) | -5% | nt | 0% | nt | nt | -4% | 24%
28 | COc1cc2ccccc2cc1C(=O)OCC(=O)N1CCOCC1 | 1% | 0% | -3% | -8% | -1%[10 µM] | -5% | -15%[38.3 µM]
29 | Fc1ccc(C(OCCCc2cnc[nH]2)c2ccc(F)cc2)cc1 | -1% | ? | -20% | nt | 15%[1.9 µM] | 0% | 32%[activator]
30 | Cc1ccc(NC(=O)C(=O)N2CCCC2)cc1Cl | -1% | -4% | 10µM* | 16% | -15%[10 µM] | 0% | 0%
31 | O=C(Nc1nccs1)C(F)(F)C(F)(F)C(F)(F)C(=O)Nc1nccs1 | nt | nt | nt | 4%[9.22 µM] | 9%[10 µM] | 2% | nt
32 | CCN(C(=O)c1cc(Cl)ccc1OC)c1ccccc1 | 4% | -4% | 19% | -11% | 13% | 6% | 26%[38.3 µM]
33 | COc1cc(CN2CCC(C(=O)N3CCCC(C)C3)CC2)cc(Br)c1O (centres undefined) | -2% | 9% | -12% | 9% | -22% | -1% | 0%[38.3 µM]
34 | CCc1ccccc1N(C(=O)c1cccs1)C1C=CS(=O)(=O)C1 (centres undefined) | 0% | -19% | -6% | -8% | -31% | -3% | 6%[38.3 µM]
35 | C=CC[n+]1c(-c2ccc(Cl)cc2Cl)csc1Nc1ccc(NC(C)=O)cc1 | -2% | ? | -53%[inhibitor] | ? | -74%[inhibitor] | ? | 20%
36 | Cc1ccc(Nc2cc(-c3ccccc3)nc3ncnn23)cc1 | nt | nt | nt | -10%[9.22 µM] | 6%[10 µM] | 12% | nt
37 | CCOC(=O)C1CCCCN1Cc1ccc(F)c(Br)c1 (centres undefined) | -1% | 6% | -8% | 16% | 1% | 1% | -6%[38.3 µM]
38 | COc1cc2c(cc1OC)C(/C=C/c1ccco1)=NCC2 | nt | nt | nt | 3%[9.22 µM] | 9%[10 µM] | 5% | nt
39 | COc1cc(OC)cc(C(=O)NNC(=O)c2cc3c(s2)CCCC3)c1 | 0% | nt | nt | -8% | -2% | 8% | 10%
40 | CCc1ccccc1NC(=O)Nc1ccc(F)cc1F | -2% | nt | -10% | -5% | nt | 28% | 0%
41 | C=CCn1c(=O)c2ccccc2n2c(SCc3nc(N)nc(Nc4ccccc4C)n3)nnc12 | -3% | -4% | -10% | -27% | -18% | -8% | 11%[38.3 µM]
42 | CC(=O)Nc1ccc(S(=O)(=O)NCC(=O)OC(C)c2ccccc2Cl)cc1 (centres undefined) | -2% | ? | -27% | -1% | nt | -14% | 17%
43 | O=C(O)Cn1c(C(=O)Nc2nc(-c3ccccc3Cl)cs2)cc2ccccc21 | nt | nt | nt | -5% | -13% | 8% | nt
44 | COc1ccc(C(CNC(=O)c2cncc(Br)c2)N(C)C)cc1 (centres undefined) | 3% | nt | 9% | 1% | -29% | 2% | 6%
45 | COc1ccc(-c2nnn(CCc3nn[nH]n3)n2)cc1OC | 2% | -3% | 0% | 4% | 10%[10 µM] | 3% | 29%[38.3 µM]

Among those listed so far, these contain a COOH group.
item | SMILES | KinaseGlo FLuc | LMNA splice mod | SMN2 splice up | HTT aggregate | HTT cytoprotect | CBFb RUNX1 block | IMPase Li inh
11 | COc1ccccc1OCC(=O)O | 0%&1% | -6%&-8% | ? | 8%&5% | 13% | 1%&4% | -2%[38.3 µM]
43 | O=C(O)Cn1c(C(=O)Nc2nc(-c3ccccc3Cl)cs2)cc2ccccc21 | nt | nt | nt | -5% | -13% | 8% | nt

Compounds listed so far that have a Cl atom:
item | SMILES | KinaseGlo FLuc | LMNA splice mod | SMN2 splice up | HTT aggregate | HTT cytoprotect | CBFb RUNX1 block | IMPase Li inh
12 | O=C(CSc1ccc2ccccc2n1)Nc1nsc(-c2ccc(Cl)cc2)n1 | -2% | -10% | 6%&20% | 7% | 15%[10 µM] | 4% | ?
24 | O=C(/C=C/c1ccc(Cl)cc1)N(c1ccccn1)C1CCCCC1 | 2% | ? | -15% | -21% | nt | 0% | 17%
26 | CC(=O)c1ccc(N2Cc3ccccc3/C2=N\C(=O)Nc2ccc(Cl)cc2)cc1 | -1% | 1% | ? | -5% | 39%[10 µM] | -3% | -1%
30 | Cc1ccc(NC(=O)C(=O)N2CCCC2)cc1Cl | -1% | -4% | 10µM* | 16% | -15%[10 µM] | 0% | 0%
32 | CCN(C(=O)c1cc(Cl)ccc1OC)c1ccccc1 | 4% | -4% | 19% | -11% | 13% | 6% | 26%[38.3 µM]
35 | C=CC[n+]1c(-c2ccc(Cl)cc2Cl)csc1Nc1ccc(NC(C)=O)cc1 | -2% | ? | -53%[inhibitor] | ? | -74%[inhibitor] | ? | 20%
42 | CC(=O)Nc1ccc(S(=O)(=O)NCC(=O)OC(C)c2ccccc2Cl)cc1 (centres undefined) | -2% | ? | -27% | -1% | nt | -14% | 17%
43 | O=C(O)Cn1c(C(=O)Nc2nc(-c3ccccc3Cl)cs2)cc2ccccc21 | nt | nt | nt | -5% | -13% | 8% | nt
